Bioassay records: PubChem BioAssay, National Center for Advancing Translational Sciences (NCATS)
USP2a inh: inhibitors of human ubiquitin-specific protease USP2a; AID 463254; hit rate 0.01% among 330,000; O75604; Potency, µM (titrated, usually from 38.3 µM), inactives show at the highest dose activity change, negative = inhibition, most hits filed as inhibitors; USP2 core, Ub-CHOP2 coupled fluorogenic reporter, 485/531;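 further: potency means the concentration at half of the fitted maximal effect; plate controls were DMSO wells for no effect and full inhibition by NEM control for full effect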
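Deubiquitinase activity read as fluorescence (485/531 nm) after Ub-CHOP2 cleavage activates the enterokinase reporter on its substrate; USP2 core 10nM, Ub-CHOP2 and substrate 25nM each, 30min compound preincubation then 60min RT; data normalized to NEM, curves fitted.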
KCNH2 WT inh: KCNH2 (human, wildtype) channel inhibition; U2OS, BacMam KCNH2, thallium flux FluxOr; hits give low values; Q12809; hit rate 0.37% among 340,000; activity change, % at 1.84 µM;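 active means maximum activity change below -70%; inconclusive means maximum activity change between -70% and -50%; inactive means maximum activity change above -50%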; further: on the % scale 0 is the no-effect control and ±100 the full control effect
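U2OS cells transduced with wild-type KCNH2 virus are loaded with FluxOr dye for 45 min, and thallium flux is measured in kinetic reads before and after stimulation buffer. Rate constants are normalized to DMSO controls.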
Menin-MLL TR inh: menin-MLL binding inhibition, Texas Red mutant peptide; O00255; AID 1768; hit rate 0.23% among 270,000; Menin + Texas Red MLL mutant peptide, fluorescence polarization; Potency, µM (doses to about 61.6 µM), without a hit: top-dose FP activity change, negative = inhibition, most hits filed as inhibitors; active means well fitted inhibition curve with a large enough effect in the polarisation, with a control signal flat, not every such curve was filed as active; inconclusive means small, poorly fitted or top-dose-only effect, or effect the other way, or a change in a side signal; inactive means no such curve, though single readings can be large or run the other way; the % refers to the polarisation; further: potency means the concentration at half of the fitted maximal effect; % of control where 0% means no effect; many of its hits are not listed in these tables
Eya2 inh: inhibitors of human Eya2 phosphatase activity; O00167; recombinant Eya2, OMFP fluorescence dephosphorylation (OMFP is methylfluorescein phosphate); Potency, µM (doses to about 76.9 µM), inactives show at the highest dose activity, negative = inhibition, usual class: inhibitors; hit rate 0.006% among 330,000; AID 488837; further: potency means the concentration at half of the fitted maximal effect; on the % scale 0 is the no-effect control and ±100 the full control effect
Target sequence (O00167 whole entry, looked up): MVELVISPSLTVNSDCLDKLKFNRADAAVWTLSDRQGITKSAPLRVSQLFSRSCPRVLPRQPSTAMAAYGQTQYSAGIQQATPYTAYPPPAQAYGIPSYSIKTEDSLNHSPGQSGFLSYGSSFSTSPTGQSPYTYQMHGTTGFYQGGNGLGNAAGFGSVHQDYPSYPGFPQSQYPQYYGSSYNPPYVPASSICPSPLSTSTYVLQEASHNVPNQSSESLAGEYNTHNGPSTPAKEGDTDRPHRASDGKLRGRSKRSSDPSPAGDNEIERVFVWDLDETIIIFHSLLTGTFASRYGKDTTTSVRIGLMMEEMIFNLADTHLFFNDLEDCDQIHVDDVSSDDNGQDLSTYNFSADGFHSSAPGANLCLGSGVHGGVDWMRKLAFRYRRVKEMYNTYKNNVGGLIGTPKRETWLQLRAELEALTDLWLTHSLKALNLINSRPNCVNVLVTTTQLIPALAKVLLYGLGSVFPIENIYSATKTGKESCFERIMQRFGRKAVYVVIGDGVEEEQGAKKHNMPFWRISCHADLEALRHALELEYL
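Eya2 protein (added as 0.2 uM solution) was preincubated with compound for 10 min at ambient temperature in 50 mM HEPES pH 7.5, 50 mM NaCl, 5 uM MgCl2, 0.05% BSA, 1 mM DTT. OMFP (added at 50 uM) then reacted 10 min; fluorescence read at 485/525 nm.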
ASM inhibitor: blocks human secretory acid sphingomyelinase; hit rate 0.006% among 340,000; placental ASM, HMU-PC fluorogenic substrate, 60 min; Potency, µM (titrated, usually from 57.5 µM), for inactives: at the highest dose activity change, negative = inhibition, hits mostly inhibitors; further: potency means the concentration at half of the fitted maximal effect
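Human placenta-derived ASM preincubated with compound 10 min at room temperature, then reacted with 9 uM (final) fluorogenic HMU-PC substrate for 60 min at 37 C. Stop solution raises pH to 10; fluorescence read at Ex 386/Em 447 nm.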
Mito fusion yeast: blocks mitochondrial division or promotes mitochondrial fusion | Potency, µM (top dose mostly 46.1 µM), for inactives: at the highest dose growth rescue (activation), usual class: activators | S. cerevisiae fusion-defective mutant growth rescue, CellTiterGlo 48 h | hit rate 0.23% among 320,000;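 further: potency means the concentration at half of the fitted maximal effect; % of control where 0% means no effect; nearly all actives have a fitted effect of over 45% in size; temperature-sensitive fusion mutants such as fzo1-1 at 37 °C on non-fermentable ethanol glycerol medium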
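Read-out: ATP-based luminescence (CellTiterGlo, 10 min ambient) reporting growth of fusion-defective ts yeast after 48 hours at 37C on glycerol/ethanol YPEG medium in the presence of compound.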
Chronic BCR inh: inhibitors of chronic active B-cell receptor signaling | Potency, µM (highest dose often 46.1 µM), for inactives: top-dose ratio change, negative = lower green/red ratio, usual class: inhibitors | ABC-DLBCL IkBa-CBG/CBR reporter, luminescence ratio, 4 h | hit rate 0.05% among 340,000; active means well fitted inhibition curve with a large enough effect in the signal ratio, with a control signal flat, not every such curve was filed as active; inconclusive means small, poorly fitted or top-dose-only effect, or effect the other way, or a change in a side signal; the % refers to the signal ratio;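 further: potency means the concentration at half of the fitted maximal effect; plate controls were basal doxycycline-induced cells for no effect and cells given 10 µM MG132 for full effect; MG132 reads +100%, hits lower the ratio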
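TMD8 human ABC-DLBCL cells with doxycycline-inducible IκBα–green luciferase fusion and unfused red luciferase, in 0.5% FBS medium; compounds up to 46 uM, 4 h at 37C. Green/red luminescence ratio, filter-overlap corrected, fitted to concentration-response curves.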
TSHR antagonist: human thyrotropin receptor antagonism; P16473; TSHR-expressing cells, TSH-stimulated cAMP HTRF, 2 h; hits give low values; activity change, negative = inhibition, % at 11.5 µM; hit rate 0.2% among 330,000;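 active means activity change below a set negative limit, meaning inhibition stronger than a set level, cut at about -70% in these data; inconclusive means activity change between two set negative limits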; further: on the % scale 0 is the no-effect control and ±100 the full control effect
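Antagonism was scored as loss of TSH-driven cAMP in TSHR cells, stimulated with 4nM TSH (EC80) for 2 hours at 37 deg C and detected by homogeneous HTRF competition immunoassay.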
MBNL1-CUG inh: inhibitors of human MBNL1 binding to CUG repeat RNA | Q9NR56 | TR-FRET MBNL1-His/biotin-(CUG)12 binding, 665/545 ratio | Potency, µM (titrated, usually from 57.5 µM), inactives show at the top dose activity change, negative = inhibition, hits mostly inhibitors | hit rate 0.036% among 280,000 | AID 2675; active means well fitted inhibition curve with a large enough effect in the signal ratio, with a control signal flat, not every such curve was filed as active; inconclusive means small, poorly fitted or top-dose-only effect, or effect the other way, or a change in a side signal; inactive means no such curve, though single readings can be large or run the other way; the % refers to the signal ratio; further: potency means the concentration at half of the fitted maximal effect; on the % scale 0 is the no-effect control and ±100 the full control effect
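TR-FRET readout: Ex 340 nm, 665/545 nm emission ratio, normalized to buffer-only (basal) and MBNL1-(CUG)12 controls. Complex of MBNL1-His with Biotin-(CUG)12, compounds 92 nM–58 uM, incubated 60 min at room temperature.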
GALK inhibitor: blocks human galactokinase activity. AID 1868. Purified GALK, Kinase-Glo residual ATP luminescence. P51570. hit rate 0.007% among 270,000. Potency, µM (top dose mostly 57.5 µM), for inactives: at the highest dose activity change, negative = inhibition, actives largely listed as inhibitors; further: potency means the concentration at half of the fitted maximal effect; on the % scale 0 is the no-effect control and ±100 the full control effect
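Galactose (100 uM) and ATP (35 uM) were turned over by 5 nM GALK for 1 h at RT. Kinase-Glo Plus then converted the remaining ATP into a luminescent signal.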
PKM2 act: increases activity of human pyruvate kinase M2. P14618. purified PKM2, Kinase-Glo ATP luminescence, activation; response scale: 0% is enzyme alone, no compound. Potency, µM (series often up to 57.5 µM), for the others: top-dose activation, most hits filed as activators. hit rate 0.34% among 260,000. AID 1631; further: potency means the concentration at half of the fitted maximal effect; on the % scale 0 is the no-effect control and ±100 the full control effect; nearly all actives have a fitted effect of over 55% in size
Target sequence (P14618 whole entry, looked up): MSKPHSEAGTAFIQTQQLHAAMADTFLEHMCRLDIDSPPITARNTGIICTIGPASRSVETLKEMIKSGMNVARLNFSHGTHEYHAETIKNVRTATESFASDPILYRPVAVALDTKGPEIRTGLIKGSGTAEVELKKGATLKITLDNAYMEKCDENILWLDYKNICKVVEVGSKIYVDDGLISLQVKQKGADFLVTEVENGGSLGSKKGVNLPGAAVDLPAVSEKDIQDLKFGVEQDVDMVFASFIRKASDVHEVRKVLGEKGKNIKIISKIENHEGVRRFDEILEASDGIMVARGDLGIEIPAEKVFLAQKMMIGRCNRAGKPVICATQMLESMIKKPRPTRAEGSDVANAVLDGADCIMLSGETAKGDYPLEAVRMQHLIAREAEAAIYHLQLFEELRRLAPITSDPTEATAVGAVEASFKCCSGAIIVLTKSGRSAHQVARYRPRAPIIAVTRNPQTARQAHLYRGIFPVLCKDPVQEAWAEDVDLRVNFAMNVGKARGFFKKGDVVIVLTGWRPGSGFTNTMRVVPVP
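Kinase-Glo luminescence reports ATP generated from ADP (0.1 mM) and PEP (0.5 mM) by purified hPK-M2 after 1 h at room temperature, pH 7.2 imidazole buffer; intermediate enzyme activity allows detecting inhibitors and activators.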
* = called active by the depositor; ? = inconclusive; · = no result given; [ ] = another dose, or the depositor's remark. Unless noted, the call rests on the fitted dose curve; in most records, active means well fitted curve in the direction sought with a large enough effect; inconclusive means small, poorly fitted or top-dose-only effect, or another doubt; inactive means no such curve, though single readings can be large; an effect the other way counts as inactive or inconclusive. An excerpt; count on the stated rates, not on these rows.

SMILES	USP2a inh	KCNH2 WT inh	Menin-MLL TR inh	Eya2 inh	ASM inhibitor	Mito fusion yeast	Chronic BCR inh	TSHR antagonist	MBNL1-CUG inh	GALK inhibitor	PKM2 act
COc1ccccc1-c1n[nH]c(=S)n1-c1ccccc1	5.7%	-10.9	-0.4%	13.1%	-2.0%	3.1%	?	13.7	18.8%	-2.3%	-0.3%
CCn1c(/C=C/c2c(C)n(CC)c3ccccc23)nc2ccccc2c1=O	-1.3%	6.7	?	-1.2%	4.0%	0.0%	-9.8%	-2.3	-15.9%	0.0%	10.7%
Cc1cc(NC(=O)COc2ccc3ccccc3c2Br)no1	4.2%	-5.9	·	-4.6%	6.6%	·	-1.1%	·	·	·	·
N#C/C(=C\c1ccc2c(c1)OCCO2)C(=O)Nc1ccc(C(=O)O)cc1	-1.3%	-4.3	7.9%	0.2%	1.1%	-1.2%	?	-12.5	-1.3%	-2.3%	·
CCOC(=O)c1c(-c2ccc(C)cc2)csc1NC(=O)c1ccc(N2C(=O)CCC2=O)cc1	2.3%	-2.8	-2.4%	-8.1%	21.7%	0.3%	12.4%	5.7	·	0.5%	-8.5%
Cc1ccc(S(=O)(=O)N2CCN(C(=O)Cn3c(=O)oc4ccccc43)CC2)c(C)c1	-0.9%	-10.9	·	12.4%	-0.3%	4.0%	-1.3%	-3.5	·	·	·
CCOc1ccc(Nc2ccc([N+](=O)[O-])c3nonc23)cc1	3.7%	-10.7	?	-9.8%	-23.0%	-10.9%	?	-24.9	?	5.0%	-12.9%
CC(C)(C)n1nnnc1C(c1cccnc1)N(Cc1ccccc1)Cc1cccs1 (stereo not drawn)	-2.1%	11.4	2.1%	-13.9%	-2.8%	2.8%	9.3%	6.2	-6.4%	-1.0%	-3.1%
CCC(C)(C)n1nnnc1C(c1cc2cc(C)cc(C)c2[nH]c1=O)N1CCN(C(=O)c2ccco2)CC1 (stereo not drawn)	1.2%	2.8	1.0%	17.4%	2.3%	1.2%	-2.6%	-4.6	1.3%	1.7%	14.1µM*
CN1C(C(=O)Nc2ccc(OC(F)(F)F)cc2)=CC(c2ccc3c(c2)OCO3)=NS1(=O)=O	2.5%	6.1	·	-2.0%	-19.4%	6.3%	-13.7%	-9.0	9.5%	-0.3%	·
O=c1c2cc3c(nc2[nH]c(=S)n1-c1ccccc1)CCCC3	0.3%	-16.2	·	14.0%	-1.8%	-7.0%	?	-6.9	-8.7%	-1.0%	1.2%
Cc1ccc(C(=O)NC(=S)NCc2cccnc2)cc1	0.1%	·	-14.6%	-5.8%	-4.1%	-6.8%	3.2%	7.9	-3.8%	3.3%	11.8%
CCCC(C(=O)NC(C)(C)CC)N(Cc1ccco1)C(=O)CNS(=O)(=O)c1ccccc1 (stereo not drawn)	-0.4%	-4.3	·	-2.8%	1.7%	6.7%	-0.9%	·	-3.0%	0.8%	·
CS(=O)(=O)c1ccc(Cl)c(C(=O)NCC2CCCCC2)c1	2.2%	-9.2	?	-6.3%	2.9%	6.5%	0.4%	-15.2	-6.1%	2.8%	·
Cc1cnc(C(=O)N2CCCC(C(=O)c3ccc(Cl)cc3C)C2)cn1 (stereo not drawn)	2.2%	-17.5	-10.4%	-5.1%	1.3%	-0.2%	-0.2%	-9.2	-3.7%	3.0%	-4.3%
O=C(Cc1cnc2ncnn2c1)N1CCc2c([nH]c3ccccc23)C1c1ccccn1 (stereo not drawn)	-0.3%	-13.4	4.2%	-14.1%	-0.5%	8.7%	-9.5%	3.6	?	4.2%	0.5%
Cn1c(=O)n(C)c2cc(C(=O)c3ccccc3)ccc21	-8.8%	-7.0	-14.1%	-6.1%	3.5%	8.3%	?	7.6	-2.4%	0.7%	-11.0%
O=C(CCCn1nnnc1CN1CCOCC1)N1CCC(c2ccccc2F)C1 (stereo not drawn)	-1.5%	-1.1	-0.5%	14.3%	-1.6%	1.8%	10.3%	-6.5	7.4%	·	0.6%
Cc1[nH]c(C)c(S(=O)(=O)N(Cc2ccccc2)C(C)C)c1C(=O)N1CCCC1	-1.3%	6.6	-6.0%	7.6%	6.4%	-1.7%	0.3%	-5.8	8.5%	2.4%	·
CCn1cc2nc(SCC(=O)Nc3ccccc3F)n(Cc3ccccc3)c(=O)c2n1	-0.6%	-14.0	·	4.6%	-11.2%	4.1%	-2.9%	8.9	-9.0%	-1.3%	·
CCOC(=O)Cn1nc(C)c([N+](=O)[O-])c1C	3.7%	-2.2	-0.5%	0.0%	5.1%	6.7%	-1.5%	9.6	3.3%	-0.8%	-2.0%
OCC[C@@H]1C[C@H](O)[C@@H](O)[C@]2(Cc3ccccc3CO2)O1	0.0%	-5.5	15.3%	6.2%	1.3%	-0.1%	0.8%	6.9	6.8%	·	-1.6%
CC/C(=N\O)C(C)(C)/[N+]([O-])=C/c1ccc(Br)cc1	-0.1%	-26.4	-2.5%	10.1%	2.7%	0.1%	1.3%	-6.6	-8.2%	3.8%	3.0%
CNC(=O)COc1cccc(C(=O)NCc2ccccc2)c1	2.4%	0.5	27.8%	-21.2%	5.8%	-2.3%	?	2.3	-5.7%	-0.1%	14.7%
C[C@@H](C(=O)N1CCN(C(=O)OC(C)(C)C)CC1)n1cc(-c2cn([C@@H](C)C(=O)N3CCN(C(=O)OC(C)(C)C)CC3)nn2)nn1	-8.6%	·	·	-10.0%	·	10.8%	-1.1%	1.7	-9.1%	0.5%	18.6%
Continued.
SMILES	USP2a inh	KCNH2 WT inh	Menin-MLL TR inh	Eya2 inh	ASM inhibitor	Mito fusion yeast	Chronic BCR inh	TSHR antagonist	MBNL1-CUG inh	GALK inhibitor	PKM2 act
Cc1ccccc1COc1ccc2oc(C)c(C(=O)O)c2c1	5.3%	0.4	·	-9.6%	0.3%	13.9%	6.7%	-7.7	9.5%	-4.9%	-0.8%
COc1ccc(C(=O)Nc2ccc(S(=O)(=O)Nc3onc(C)c3C)cc2)c(OC)c1	0.7%	0.0	11.6%	12.6%	2.5%	0.3%	9.8%	-0.9	-20.0%	10.0%	-8.3%
O=C1c2ccccc2C(=O)N1CCc1csc(-c2cccc(F)c2)n1	-1.4%	-4.0	0.6%	5.0%	-7.7%	17.9%	10.3%	-8.2	4.3%	0.4%	6.8%
COCCNC(=O)C(c1cccc(OC)c1)N(Cc1cccs1)C(=O)Cn1nnc2ccccc21 (stereo not drawn)	0.7%	-14.9	-13.4%	2.5%	1.3%	-3.3%	-16.8%	-5.8	0.0%	-4.2%	-3.3%
CNC(=O)[C@@H]1CCC(=O)N1	0.5%	6.3	·	-20.2%	-2.1%	-7.9%	-2.3%	19.5	·	·	·
COc1ccc(C(=O)NCc2ccc3c(c2)cc(C)n3C)cc1OC	-8.7%	·	?	-21.6%	-4.8%	1.6%	7.5%	-1.6	33.6%[activator]	-1.4%	16.1%
CCCn1cc(CN2CCCC(C(=O)c3cccc(OC(C)C)c3)C2)c(C)n1 (stereo not drawn)	-3.6%	13.6	-12.3%	1.4%	2.9%	-12.7%	-19.0%	-11.7	-7.2%	0.6%	0.7%
O=C(Nc1ccccc1N1CCOCC1)c1cc(Br)c(Br)s1	5.8%	7.5	?	-1.3%	-0.5%	?	-1.1%	-2.2	7.5%	1.2%	-2.5%
O=C1Nc2cccnc2N(C(=O)CCl)c2ccccc21	0.3%	-1.6	-27.5%	-5.4%	0.3%	-3.7%	-5.1%	3.6	-1.1%	1.9%	·
CCCOc1ccc(N2CC(C(=O)NC(C)C)CC2=O)cc1 (stereo not drawn)	3.7%	-12.6	-7.6%	-3.1%	-1.9%	11.2%	4.1%	16.0	-6.7%	2.8%	-4.1%
Cc1ccc2nc(-c3ccc(NC(=O)c4ccco4)cc3)[nH]c2c1	-0.4%	-2.6	29.4%	8.4%	-5.7%	8.4%	24.0%	0.0	-13.5%	-0.3%	6.8%
COC(C(=O)Nc1cccc(F)c1)c1ccccc1 (stereo not drawn)	1.7%	2.7	0.0%	6.3%[15.4 µM]	0.5%	5.0%	1.5%	-2.3	-6.7%	-0.3%	3.3%
CCCCCCCCCC(=O)NNC(=O)c1c(O)c2ccccc2n(CC)c1=O	0.4%	-17.3	-4.0%	3.3%	-10.2%	-0.1%	-28.6%	8.0	3.7%	3.8%	-6.5%
O=C(O)c1ccccc1C1=Nc2ccc(O)cc2Oc2cc(O)ccc21	?	-36.4	?	-10.8%	-1.8%	·	4.0%	-14.6	2.4%	-1.8%	-0.2%
CCOc1ccc(-n2cc(C(=O)Nc3cccc(OC)c3)c3cc(OC)c(OC)cc3c2=O)cc1	-1.9%	-2.2	-17.6%	6.5%	?	17.1%	-1.0%	-15.8	1.7%	-2.0%	-0.5%
